# Screening results as filed in PubChem BioAssay.
# NOD2-RIPK2 inh = blocks binding of human NOD2 to RIPK2. CHO BLA complementation NOD2-RIPK2, CCF4 ratio. inhibition, % at 4.98 µM. 0.38% of 360,000 active; in the data active = inhibition above about 21%;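 also: 0% = vehicle only and 100% = reference blocker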
# TLR9-MyD88 block = blocks human TLR9 binding to MyD88 | Q9NR96+Q99836 | CHO BLA complementation TLR9-MyD88, CCF4 FRET ratio | inhibition, % at 4.98 µM | 0.21% of 340,000 active | AID 504734;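 active = inhibition above the mean over all tested compounds plus 3 SD, cut at about 21% in these data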;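 also: 0% = DMSO only wells and 100% = clavulanate BLA inhibitor control wells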
# ABHD5-PLIN5 inh = blocks binding of human ABHD5 to perilipin-5; 0.78% of 360,000 active; Q00G26+Q8WTS1; inhibition, % at 4 µM; AID 602281; Split G. princeps luciferase complementation, luminescence, 4 h;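 active = inhibition above the mean inhibition across every tested compound plus 3 SD, cut at about 22% in these data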;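 also: 0% = DMSO only wells and the 100% control is not disclosed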
# N-glyco inh = N-linked glycosylation inhibition | reporter increase, % at 12.5 µM | 0.23% of 360,000 active | D54 ERlucT glycosylation luciferase reporter, 24 h; percent of 100 nM tunicamycin response;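 active = mean luciferase reporter signal, scaled so untreated is 0 and the glycosylation-blocking control 100, at or above a set limit in every replicate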;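 also: luciferase carries N-glycosylation sites so blocking glycosylation raises the light; 0% = median of neutral control wells and 100% = median of 100 nM tunicamycin wells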
# MC4R ag barr = agonists of human melanocortin 4 receptor (MC4R) beta-arrestin; U2OS MC4R beta-arrestin complementation, luminescence; percent of melanotan II response, DMSO zero; 0.98% of 360,000 active; activation, % at 8.9 µM;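 active = activation above a per-plate cutoff, the mean activation of sample wells on that plate plus 3 SD, cut at about 8% in these data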
# H9c2 protect = modulators protecting cardiomyocytes from myocardial damage; H9c2 cardiomyocytes, H2O2 injury protection, ATPLite, 2 h; protection from H2O2 cell death, % at 20 µM; AID 588492; 0.63% of 360,000 active;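 active = compounds giving at least 50% protection of heart cells from peroxide-induced death in the single-dose screen, raw or plate-pattern-corrected value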;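 also: 0% = DMSO wells with peroxide and 100% = DMSO wells without peroxide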
# m5-HT2A agonist = mouse HTR2A agonism via beta-arrestin recruitment; AID 624169; CHO-K1 mHTR2A beta-arrestin complementation, luminescence; percent of 30 µM serotonin response; activation, % at 7.6 µM; 0.66% of 360,000 active;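 active = activation above a run cutoff, the mean activation of all tested compounds plus 3 SD, cut at about 14% in these data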;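 also: 0% = plate median of compound wells and 100% = 30 µM serotonin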
# MC4R antag cAMP = antagonists of human melanocortin 4 receptor (MC4R). P32245. MC4R-expressing cells, MTII-stimulated cAMP, LANCE TR-FRET. inhibition, % at 6.5 µM. 0.48% of 360,000 active. AID 540295;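 active = inhibition above its plate's cutoff, the mean of tested wells on that plate plus 3 SD, cut at about 29% in these data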;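 also: 0% = Melanotan II alone and 100% = Melanotan II plus saturating MCL0020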
#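 System: U2OS-MC4R stable cell line; Technique: Eu-cAMP/anti-cAMP TR-FRET, emission 671 nm; Repeats: single well per compound; Also added: Melanotan II; Dosing: one concentration, 6.5 µM nominal; Schedule: 30-min compound, 1-h challenge, 1-h detection, room temperature.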
# ABCB6 inh 2 = inhibitors of human ABC transporter ABCB6 | K562-ABCB6 porphyrin accumulation, flow cytometry, 1 h; hits give low values | fluorescence ratio to DMSO, % at 10 µM | 0.19% of 360,000 active;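 active = fluorescence ratio to DMSO below 75%, the collection mean minus 3 SD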;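 also: signal is porphyrin accumulated inside mitochondria; 100% equals median channel fluorescence of DMSO control wells; lower ratio means ABCB6 inhibition with less porphyrin fluorescence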
# NCOA2 inhibitor = human SRC2 (NCOA2) inhibition. inhibition, % at 9 µM. 0.17% of 370,000 active. HEK293 GAL4-SRC2 luciferase reporter, luminescence. Q15596;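 active = inhibition above the mean inhibition of all tested compounds plus 3 SD, set per campaign, cut at about 52% in these data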;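 also: 0% = DMSO treated cells and 100% = cells given Gossypol at 36 µM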
# * hit, by the source's call; / = no result given. This is a subset (hit frequency here may not be typical).
[1] Cc1ccccc1Cn1ccc(-c2ccc(Cl)cc2)c(C#N)c1=O
[2] CC1CN(C(=O)C2CCCCC2)C(C)CN1C(=O)C1CCCCC1 (centres undefined)
[3] CCCCCn1c(CN2CCN(c3cccc(Cl)c3)CC2)nc2c1c(=O)n(C)c(=O)n2C
[4] COc1ccc(-c2nn(-c3ccccc3)cc2C(=O)N(C)CC(=O)Nc2ccc(N3CCOCC3)cc2)cc1
[5] C/C(=N\NC(=O)CCC(=O)Nc1ccc(C)c(C)c1)C1CC1
[6] CCOc1ccc(N2CC(C(=O)Nc3ccccc3N3CCCC3)CC2=O)cc1 (centres undefined)
[7] CC1(C(=O)NS(=O)(=O)Cc2cccc(Cl)c2)CCN1C(=O)C1(c2ccc(Cl)cc2)CCC1 (centres undefined)
[8] C=C1C(C(=O)N2CCN(C)CC2)C1C(=O)N1CCN(C)CC1 (centres undefined)
Screen / compound no.	1	2	3	4	5	6	7	8
NOD2-RIPK2 inh	6	-5	-4	6	0	-21	-3	-2
TLR9-MyD88 block	0	-4	4	-5	5	-2	/	-12
ABHD5-PLIN5 inh	-3	-1	6	-3	-2	-2	3	1
N-glyco inh	2	-2	-1	0	2	7	0	-1
MC4R ag barr	-1.4	1.6	1.8	-2.5	-2.5	-2.8	-1.3	-1.3
H9c2 protect	1	7	-17	3	6	1	7	3
m5-HT2A agonist	-4	0	-4	-3	1	2	7	-3
MC4R antag cAMP	-1	15	13	9	3	-5	1	-5
ABCB6 inh 2	97	97	91	97	105	100	96	102
NCOA2 inhibitor	-3	3	-23	-16	-1	-7	-35	11

[9] S=C(NCC1CCCO1)Nc1ccc(Cl)c(Cl)c1 (centres undefined)
[10] CC(=O)Nc1ccc(N2C(=O)CCC2=O)cc1C
[11] CCN(CC)c1cc(-c2ccccc2)ncn1
[12] Cc1ccc(-c2nn(C)c(=O)c3ccccc23)cc1CN1CCCCC1
[13] CSc1ccccc1NC(=O)c1cc(-c2cccnc2)nc2ccc(Br)cc12
[14] COc1ccccc1NS(=O)(=O)c1cc(NC(=O)c2sc3cc(Cl)ccc3c2Cl)ccc1C
[15] O=C(Nc1ccc(F)c(Cl)c1)C1CC(=O)N(Cc2ccco2)C1 (centres undefined)
[16] O=C(O)c1ccc(S(=O)(=O)NC2CCCCC2)cc1
Screen / compound no.	9	10	11	12	13	14	15	16
NOD2-RIPK2 inh	-1	-2	2	-2	-1	-8	-3	-6
TLR9-MyD88 block	-15	0	0	0	-25	4	-8	7
ABHD5-PLIN5 inh	-1	1	6	1	-4	2	-10	5
N-glyco inh	-1	3	0	1	4	-3	1	5
MC4R ag barr	-1.3	-2.3	2.1	-1.9	3.3	-2.2	1.9	0.0
H9c2 protect	-4	2	0	0	12	1	-6	5
m5-HT2A agonist	0	-3	-5	1	-1	-3	-5	2
MC4R antag cAMP	1	0	9	-1	13	10	1	-1
ABCB6 inh 2	94	75	93	98	91	101	105	97
NCOA2 inhibitor	-24	-16	-20	26	10	25	-6	14

[17] CCCS(=O)(=O)N1CCN=C1SCc1cccnc1
[18] O=C(CCn1nc(-c2ccc(Cl)cc2)ccc1=O)N1CCOCC1
[19] CCOC(=O)c1ccccc1NC(=O)Cn1c(-c2nonc2N)nc2ccccc21
[20] COCOCCn1cc(CN2CCS(=O)(=O)N(Cc3ccc(-c4ccc(OC)c(OC)c4)cc3)C(CC(C)C)C2=O)nn1 (centres undefined)
[21] CN1CCN(C(=O)CN(C)S(=O)(=O)c2cc(Cl)ccc2Cl)CC1
[22] CN(C(=O)c1ccccc1C(=O)OCC(=O)c1ccc(F)c(F)c1)C1CCCCC1
[23] O=C(Nc1nc(-c2ccc(S(=O)(=O)N3CCCC3)cc2)cs1)C1COc2ccccc2O1 (centres undefined)
[24] COc1ccc(NC(=O)CSc2nc3nc(C)cc(C)c3c(=O)[nH]2)cc1OC
Screen / compound no.	17	18	19	20	21	22	23	24
NOD2-RIPK2 inh	-17	-14	8	6	-2	5	-3	-4
TLR9-MyD88 block	-9	-1	-2	6	2	0	-4	-19
ABHD5-PLIN5 inh	2	2	3	0	5	6	-3	-1
N-glyco inh	-1	2	23	5	4	-2	-6	4
MC4R ag barr	0.3	-0.2	-2.3	0.5	0.7	2.7	-0.2	-2.2
H9c2 protect	2	-2	-4	28	-4	3	66*	33
m5-HT2A agonist	5	6	-6	2	8	-5	1	-2
MC4R antag cAMP	-2	12	-20	4	-3	7	5	-5
ABCB6 inh 2	99	95	96	95	93	97	93	101
NCOA2 inhibitor	-22	1	37	-2	11	-12	-13	-13

[25] CCn1c(SCC(=O)NCc2ccco2)nc2cccnc21
[26] C=CCSc1nnc(CNS(=O)(=O)c2ccc(C)cc2)n1C
[27] COc1ccccc1-c1c(C(F)(F)F)oc2cc(OS(C)(=O)=O)ccc2c1=O
[28] Cc1ccn(C(CC(=O)c2ccc(Br)cc2)C(=O)O)n1 (centres undefined)
[29] Nc1ncnc2c1ncn2[C@@H]1O[C@H](C(=O)NS(=O)(=O)c2ccccc2[N+](=O)[O-])[C@@H](O)[C@H]1O
[30] CCN(CC)C(=O)[C@H]1C[C@H](CC(=O)NCCCOC)C(=O)N2CCc3c([nH]c4cc(-c5ccco5)ccc34)[C@]12C
[31] CC1=NN(C(=O)c2ccco2)C(O)(c2ccccc2)C1 (centres undefined)
[32] C#CCOC(=O)Nc1ccc(OCC(F)(F)F)nc1
Screen / compound no.	25	26	27	28	29	30	31	32
NOD2-RIPK2 inh	-7	4	5	-10	-3	-5	-1	5
TLR9-MyD88 block	3	2	1	-1	/	-11	5	1
ABHD5-PLIN5 inh	5	-4	5	33*	-2	14	3	4
N-glyco inh	0	/	0	5	-1	-1	2	4
MC4R ag barr	1.0	-1.4	-0.2	1.2	/	-0.6	-0.2	1.5
H9c2 protect	-9	4	-9	6	6	7	8	4
m5-HT2A agonist	0	-1	26*	0	4	0	-2	-4
MC4R antag cAMP	9	-1	3	4	/	20	13	-6
ABCB6 inh 2	91	101	87	96	94	100	93	102
NCOA2 inhibitor	-12	-3	8	10	4	12	-55	-23

[33] Clc1ccc(-c2nc3c4ccccc4ccn3c2Cc2ccsc2)cc1
[34] Cc1cc(=O)n2[nH]c(C(=O)O)nc2n1
[35] CCOC(=O)C1=C(C)NC(C)=C(C(=O)OCC)C1C(=O)OCC(=O)NC(C)c1ccccc1 (centres undefined)
[36] COC(=O)[C@@]12CCCN1[C@H](c1ccc(-c3ccccc3)cc1)[C@@H]1C(=O)N(C)C(=O)[C@@H]12
[37] CSCCC(C(=O)NC1CCCC1)n1c(C2CCCC2)nc2ccccc21 (centres undefined)
[38] Cc1cc(C)c(C#N)c(Nc2ccccc2C)n1
[39] COc1ccc(NC(=O)c2cc3n(n2)C(C(F)(F)F)CC(c2ccco2)N3)cc1 (centres undefined)
[40] C#CCN1C=CC(=O)[C@@H](OC(=O)Nc2ccc(OC)cc2)[C@H]1c1ccccc1Br
Screen / compound no.	33	34	35	36	37	38	39	40
NOD2-RIPK2 inh	-7	-5	5	10	-24	-3	-3	-8
TLR9-MyD88 block	/	7	9	11	/	4	-4	1
ABHD5-PLIN5 inh	-3	0	4	-4	1	-2	6	-6
N-glyco inh	/	1	-2	-1	/	2	-7	-1
MC4R ag barr	/	-0.8	0.8	-1.9	/	-0.2	-1.6	-0.3
H9c2 protect	/	8	48	-1	/	4	4	13
m5-HT2A agonist	-5	-5	-1	-6	1	-4	-6	-3
MC4R antag cAMP	/	0	15	1	/	4	-9	2
ABCB6 inh 2	132	106	97	87	/	96	99	101
NCOA2 inhibitor	-12	-20	-28	7	-12	-9	3	0

# A draw from above in order of molecular weight, rising.
[37] CSCCC(C(=O)NC1CCCC1)n1c(C2CCCC2)nc2ccccc21 (centres undefined)
[36] COC(=O)[C@@]12CCCN1[C@H](c1ccc(-c3ccccc3)cc1)[C@@H]1C(=O)N(C)C(=O)[C@@H]12
[39] COc1ccc(NC(=O)c2cc3n(n2)C(C(F)(F)F)CC(c2ccco2)N3)cc1 (centres undefined)
Screen / compound no.	37	36	39
NOD2-RIPK2 inh	-24	10	-3
TLR9-MyD88 block	/	11	-4
ABHD5-PLIN5 inh	1	-4	6
N-glyco inh	/	-1	-7
MC4R ag barr	/	-1.9	-1.6
H9c2 protect	/	-1	4
m5-HT2A agonist	1	-6	-6
MC4R antag cAMP	/	1	-9
ABCB6 inh 2	/	87	99
NCOA2 inhibitor	-12	7	3

# Remaining list, next part.
[41] C=CCNC(=O)c1cc(Cl)ccc1[N+](=O)[O-]
[42] CCOc1ccc(S(=O)(=O)N2CCOCC2)cc1NC(=O)CCN1C(=O)NC2(CCCC2)C1=O
[43] CCOC(=O)C1=C(C)n2c(s/c(=C/c3cccc([N+](=O)[O-])c3)c2=O)=NC1c1ccc(O)c(OC)c1 (centres undefined)
[44] COc1ccc(C(=O)Nc2ccccc2C(=O)NCCN2CCOCC2)cc1
[45] COc1ccc(N(CC(=O)N2CCOCC2)S(C)(=O)=O)cc1OC
[46] COc1ccccc1NC(=O)c1cc2c(=O)n(C)c3ccccc3c2n1C
[47] C=CCN=C(C)C1=C(O)C(C)OC1=O (centres undefined)
[48] COc1ccc(C(=O)/C=C/c2ccccc2C(F)(F)F)cc1
Screen / compound no.	41	42	43	44	45	46	47	48
NOD2-RIPK2 inh	-4	-3	-9	0	-3	-4	-4	2
TLR9-MyD88 block	-6	-5	-3	-16	-5	3	-3	-9
ABHD5-PLIN5 inh	-2	-2	-4	6	1	1	0	11
N-glyco inh	-1	-3	3	-1	3	5	1	20
MC4R ag barr	-1.6	-2.7	1.7	-2.5	1.6	0.9	-0.9	-0.3
H9c2 protect	-4	17	19	7	9	30	2	-16
m5-HT2A agonist	1	5	3	-4	5	5	0	-3
MC4R antag cAMP	-5	7	17	8	1	16	26	1
ABCB6 inh 2	101	92	99	101	95	89	98	102
NCOA2 inhibitor	-9	-7	-17	-7	0	-13	-2	-71

[49] Cc1nn2c(CN(C(=O)COc3ccccc3)c3ccccc3)nnc2c2ccccc12
[50] S=C1NC2(CCCCC2)Nc2ccccc21
[51] CC(C)(C)NC(=O)NC(=O)COC(=O)c1c(F)cccc1Cl
[52] COc1ccc(-c2cc(C(=O)OCC(=O)N(C)C)c3ccccc3n2)cc1
[53] CCCc1c(C(=O)N/N=C(\C)CCc2ccccc2)nnn1-c1nonc1N
[54] O=c1c2ccccc2c(-c2ccc(F)cc2)nn1-c1ccc(C(F)(F)F)cc1
[55] COc1ccc(-c2cc(C(=O)N/N=C/c3cc(OC)c(OC)cc3OC)c3ccccc3n2)cc1
Screen / compound no.	49	50	51	52	53	54	55
NOD2-RIPK2 inh	-3	2	3	6	-9	-4	-6
TLR9-MyD88 block	6	-4	-7	-8	-5	-5	/
ABHD5-PLIN5 inh	8	-6	0	-1	-2	-1	-1
N-glyco inh	-1	0	2	0	0	-5	1
MC4R ag barr	-0.5	-3.5	-0.5	-0.7	0.7	1.5	0.3
H9c2 protect	3	8	-2	-8	0	-5	38
m5-HT2A agonist	4	-5	1	-5	-7	0	-6
MC4R antag cAMP	-31	3	-4	-4	6	1	20
ABCB6 inh 2	97	97	97	85	99	96	97
NCOA2 inhibitor	-17	-5	-54	-25	15	-20	-8
